Compound activity deposited in PubChem BioAssay by several laboratories.
OPRM1-OPRD1 ag: agonists of human mu-delta opioid receptor heterodimerization. P35372+P41143. cells, OPRM1-OPRD1 heterodimerization, luminescence. activation, % at 9.3 µM. 0.3% of 340,000 active; in the data active = activation above about 18%;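 also: 0% = vehicle-treated cells and 100% = reference agonist; values of inactives mirror those of a sister screen read the other way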
Target sequence (P35372 whole entry, looked up): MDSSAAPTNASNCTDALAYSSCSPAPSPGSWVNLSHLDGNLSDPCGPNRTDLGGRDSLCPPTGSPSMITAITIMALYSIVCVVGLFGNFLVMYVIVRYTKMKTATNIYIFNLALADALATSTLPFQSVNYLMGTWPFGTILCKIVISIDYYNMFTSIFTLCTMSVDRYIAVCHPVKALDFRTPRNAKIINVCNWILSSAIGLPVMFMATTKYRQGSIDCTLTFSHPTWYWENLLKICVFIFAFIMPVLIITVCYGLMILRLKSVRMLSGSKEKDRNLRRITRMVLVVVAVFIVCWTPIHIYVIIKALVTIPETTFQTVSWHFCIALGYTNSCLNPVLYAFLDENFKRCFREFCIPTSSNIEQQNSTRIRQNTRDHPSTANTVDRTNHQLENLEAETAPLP
Target sequence (P41143 whole entry, looked up): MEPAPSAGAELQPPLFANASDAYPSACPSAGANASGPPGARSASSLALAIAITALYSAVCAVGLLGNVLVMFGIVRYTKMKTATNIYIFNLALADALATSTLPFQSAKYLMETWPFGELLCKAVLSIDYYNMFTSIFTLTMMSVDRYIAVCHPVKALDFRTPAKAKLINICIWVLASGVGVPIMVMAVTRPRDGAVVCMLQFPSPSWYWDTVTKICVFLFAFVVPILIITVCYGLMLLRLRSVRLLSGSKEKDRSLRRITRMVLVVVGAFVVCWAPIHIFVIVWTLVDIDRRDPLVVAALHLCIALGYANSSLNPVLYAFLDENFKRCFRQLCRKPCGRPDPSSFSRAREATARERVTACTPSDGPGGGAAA
phage Ecoli inh: E. coli growth loss with phage present. growth absorbance. inhibition, % at 11.9 µM. 0.26% of 360,000 active. AID 651602; in the data active = inhibition above about 11%
PfHsp90 set2: inhibits growth of yeast expressing Plasmodium falciparum Hsp90; S. cerevisiae expressing PfHsp90, BacTiter-Glo ATP, 48 h; yeast lacking PDR1 and PDR3 efflux regulators; 0.32% of 310,000 active; inhibition, % at 9.4 µM;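 active = every replicate shows inhibition above about 80%, whatever the replicate mean, limit read from the data; inconclusive = mean inhibition reaches the set limit but some replicate falls short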;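 also: 0% = DMSO neutral controls and 100% = 20 µM radicicol positive controls; yeast relying on Plasmodium falciparum Hsp90 in place of its own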
SUMO Mot1 rescue: blocks SUMOylation pathway, rescuing yeast Mot1-301 growth | 1% of 320,000 active | growth rescue, % at 18.8 µM | S. cerevisiae Mot1-301 growth rescue, ATP luminescence, 38.5C; percent above DMSO median, 100 means doubled;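 active = every valid replicate shows activation above 250% relative to neutral control wells; inactive = the rest, any valid replicate at or below 250%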;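 also: OY570 slx delta 5 strain wells were the positive control but not used for scaling; some compounds called inactive have numbers as strong as hits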
PKA-R2B activ: PKA-R2B complex activation | AID 504700 | P22694+P31323 | 0.079% of 340,000 active | PKA-R2B holoenzyme dissociation, Cy5-IP20 fluorescence polarization; R2B truncated from residue 108, S112A mutant; 0% DMSO only, 100% 113 µM cGMP | activation, % at 11.4 µM;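 active = activation above a cutoff set at the mean over all compounds plus 3 SD, cut at about 18% in these data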;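 also: higher means more holoenzyme dissociation and a rise in polarization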
Ecoli viability: reduces bacterial viability in AddAB counter-screen. E. coli V3065 growth, OD600 absorbance, 18 h. inhibition, % at 11.9 µM. 0.27% of 330,000 active. AID 449728;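 active = inhibition above the campaign's mean inhibition across all tested compounds plus 3 SD, cut at about 9.9% in these data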;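 also: uninfected addAB+ strain grown without phage in ampicillin broth; 0% = DMSO wells and 100% = ciprofloxacin 0.95 µg/ml wells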
OPRM1-OPRD1 inv: inverse agonists of human mu-delta opioid receptor heterodimerization; cell-based MOR-DOR heterodimer luminescence, inverse agonism; inhibition, % at 9.3 µM; 0.21% of 340,000 active; AID 504357; in the data active = inhibition above about 22%, passing the limit was not always enough;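 also: 0% = cells with DMSO and 100% = wells without cells with DMSO; values of inactives mirror those of a sister screen read the other way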
AddAB inh: less growth of phage-infected E. coli with AddAB. E. coli expressing H. pylori AddAB, absorbance growth. inhibition, % at 11.9 µM. AID 435030. 0.29% of 330,000 active; in the data active = inhibition above about 12%;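 also: 0% = vehicle wells of infected cells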
PKA-R1A act: activators of PKA-R1A complex. P00514+P68181. PKA-R1A dissociation, Cy5-IP20 fluorescence polarization; scaled: DMSO 0%, 113 µM cGMP 100%. activation, % at 11.4 µM. 0.083% of 340,000 active;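 active = percent activation above the mean of all tested compounds plus 3 SD, cut at about 19% in these data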;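 also: higher means more PKAc released from R1A so a rise in polarization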
Tat transport: blocks Tat-dependent protein export in E. coli; E. coli MC4100 TorA-mCherry Tat export, fluorescence; inhibition, % at 10 µM; 0.036% of 340,000 active; AID 488895;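 active = mean replicate inhibition at least 50% and at least half of replicates individually reaching 50%; inconclusive = only one of the two criteria met; inactive = neither criterion met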;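 also: exported cargo escapes ClpAP degradation while cytoplasmic cargo is degraded and loses fluorescence; 0% = median of neutral control wells and 100% = median of NaSCN control wells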
HTR5A inv ctr: HTR5A inverse agonism, opioid heterodimer counter-screen; P47898; HTR5A cell line, luminescence; inhibition, % at 9.3 µM; 0.083% of 340,000 active; in the data active = inhibition mostly above about 23%, no sharp cut-off; inactive = mostly below about 18%;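 also: 0% = cells with DMSO and 100% = no-cell wells with DMSO; some compounds called inactive have numbers as strong as hits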
Numbers without * were called inactive; ? = inconclusive; / = no result given.

Each structure is followed by: AddAB inh, Tat transport, OPRM1-OPRD1 inv, SUMO Mot1 rescue, OPRM1-OPRD1 ag, HTR5A inv ctr, Ecoli viability, phage Ecoli inh, PfHsp90 set2, PKA-R2B activ, PKA-R1A act
C[C@@H](C(=O)Nc1ccc2ccccc2c1)[C@@H]1C[C@@]1(C)[C@@H](N)c1ccccc1
 : -0.1, -1, 13, -9, -2.2, -5, 0.3, 2.2, 5, -7, -2
COc1cccc(/C=C2\SC(=O)N(CCC(=O)NNC(=O)c3ccccc3Cl)C2=O)c1
 : 1.5, 1, -10, -7, 1.9, -10, -0.7, 1.7, -24, 1, -2
COc1ccccc1-c1nc2c(c(SCC(=O)N3CCCCC3)n1)Cc1c(CO)cnc(C)c1O2
 : 0.3, 7, 12, -9, -2.2, 8, -2.1, 2.8, 3, -8, -6
CCOC(=O)Cc1nnc(NC(=O)COc2ccc(C)cc2)s1
 : 1.4, 5, 7, -16, -1.5, 11, 0.9, 0.9, /, 0, 2
COc1ccc(NC2=NCC(=O)N2c2ccccc2F)cc1
 : 1.0, -5, 12, 4, -2.1, 6, -0.2, 0.5, -13, -4, -2
CC(C)OC(=O)/C(=C\c1ccc2c(c1)c1ccccc1n2C)NC(=O)c1ccccc1
 : -0.5, -8, -2, 268, 0.4, -27, -3.1, 2.6, -17, -6, 8
CSc1ccc(CNc2ncc(-c3cccc([N+](=O)[O-])c3)n2C)cc1
 : 2.5, 7, -3, 65, 0.6, 5, -1.1, 2.0, 15, -19, 1
Cc1nc(/N=C(\N)N(C)C)[nH]c(=O)c1C
 : 1.0, -3, 9, 12, -1.7, -12, -2.0, 1.6, 6, 4, -7
Oc1cccc(C=NCc2ccccc2)c1O
 : -1.0, -6, 4, 9, -0.8, -11, 0.8, 4.2, -2, -1, -1
CCCCCCSc1ccc([C@@H]2[C@@H]3C(=O)N(CC)C(=O)[C@@H]3[C@]3(C(=O)OC)CCCCN23)cc1
 : 0.2, 12, 1, 1, -0.2, -1, -0.7, 2.5, 20, 1, -1
O=C(O)c1ccc(Nc2ncnc3c2cnn3Cc2ccccc2)cc1
 : -0.9, 3, 12, 15, -2.3, 18, -1.8, 0.0, 6, 1, -9
Cc1ccc(NC(=S)NCC2CCCO2)c(OC(F)F)c1 (stereo not drawn)
 : 2.9, -1, 6, -14, -0.9, 14, -1.9, 1.2, -19, -4, -8
CC(C)OC(=O)CC1C(=O)NCCN1C(=S)NC(=O)CCc1ccccc1 (stereo not drawn)
 : 0.3, -1, 2, 502, -0.3, 8, 0.3, 4.7, 17, -17, -19
CCc1ccc(NC(=O)C(CC)Sc2nc3cc4c(cc3c(=O)n2Cc2ccco2)OCO4)cc1 (stereo not drawn)
 : 2.4, -6, -5, /, 1.0, 3, -0.2, 1.2, -21, 6, -5
O=C(CSc1nc2ccccc2c(=O)[nH]1)Nc1ccc(N2CCOCC2)cc1
 : -1.3, 0, 2, -2, -0.4, 9, -0.2, 0.5, -2, 8, 4
CC(=O)Nc1ccc(/C(C)=N/NC(=O)c2ccc(CN3CCOCC3)cc2)cc1
 : 4.1, -5, 11, 112, -2.2, 18, 0.0, 1.5, 25, 2, 3
CC1CN(C(=O)CSc2nnc(C3CCCCC3)n2N)CC(C)O1 (stereo not drawn)
 : 1.7, -7, 9, -11, -2.1, -9, 0.8, 4.8, 14, -2, 4
Cc1ccc(OCC(=O)N/N=C2\CC(=O)CC(C)(C)C2)c(Br)c1
 : /, -6, 8, -3, -1.4, 1, /, 1.6, -3, -4, -4
Cc1ccccc1NC(=O)CCN1CCN(Cc2ccccc2)CC1
 : 3.9, 0, 2, -8, -0.3, 22, -0.6, 3.5, -53, 2, 0
O=C(COC(=O)c1cnccn1)NCCc1ccc(Cl)cc1Cl
 : 1.6, 2, 7, -1, -1.5, 12, -0.3, 3.0, 0, -8, -10
c1ccc(CSc2ccc(-c3cccnc3)nn2)cc1
 : -1.5, -5, -13, 35, 2.6, 2, -3.3, 5.2, /, 17, -5
Cc1oc2ccc(OCc3ccc(F)cc3)cc2c1C(=O)O
 : -0.3, -5, 3, -16, -0.5, -9, -1.6, 3.4, 7, 7, 6
CCC(=O)Nc1ccccc1Oc1ccccc1
 : 1.2, -2, 3, 2, -0.6, 2, 0.1, 2.7, 16, -1, -5
C[C@H](NC(N)=O)C(=O)N1CCN(S(=O)(=O)c2ccc3ccccc3c2)CC1
 : 5.6, -10, -12, -8, 1.5, 2, -1.6, -1.8, -15, 1, -1
CS(=O)(=O)CC(=O)Nc1ccc2nc3n(c(=O)c2c1)CCCCC3
 : 3.9, 0, 6, 7, -1.2, 9, 0.0, 2.8, -35, -8, -1
CN=c1scc(C)n1/N=C/c1cc(Br)c(O)c(OC)c1
 : -1.4, 7, 14, 101, -3.0, 8, -0.6, 1.2, -14, -7, -6
COc1ccccc1NC(=O)C(C)OC(=O)C1CCN(S(=O)(=O)c2ccccc2C(F)(F)F)CC1 (stereo not drawn)
 : /, 11, 2, /, -0.4, 0, /, 3.5, 3, -4, -18
O=C(Nc1ccc(Br)cc1)C1CC(O)CN1C(=O)Oc1ccccc1 (stereo not drawn)
 : 3.6, ?, -3, 49, 0.7, -40, -0.8, 0.0, -11, -1, 9
OCCC1CN(Cc2cc(F)ccc2-n2cccn2)CCN1C1CCCC1 (stereo not drawn)
 : -1.6, -1, 1, 27, -0.1, -7, -0.4, -2.1, 23, -6, 2
COc1cc(/C=C/C(=O)OCC(=O)N2CCCC2)ccc1OCC#N
 : 5.1, 7, -2, 19, 0.6, -18, -0.5, 3.3, -12, 7, -2
CCOC(=O)c1c(C)[nH]c(C)c1C(=O)CN1C(=O)NC(CC(C)C)C1=O (stereo not drawn)
 : 2.1, -9, -3, 199, 0.5, -1, -1.1, /, 8, 6, -1
Cc1cccc(NC(=O)C2CCN(C(=O)NCc3ccccc3)CC2)c1C
 : 2.1, -7, 9, 6, -1.6, 3, -0.6, 1.8, 7, -17, -11
Cc1cc(C)c(S(=O)(=O)c2ccccc2C)c(Cl)n1
 : 2.5, 4, 4, 7, -0.7, 4, -2.9, 3.2, /, -17, -5
Cc1ccc(C)c(OCC(O)CN2C(C)CCCC2C)c1 (stereo not drawn)
 : 3.0, -4, 0, 266, 0.0, -5, -0.9, 2.3, 5, 2, 4
CS(=O)(=O)N(CC(=O)NCc1ccco1)c1ccccc1Cl
 : 2.9, -3, 13, -5, -3.0, -17, 2.5, 2.6, -2, 0, -13
COc1ccc(OCC(=O)NNC(=O)CCc2ccccc2)cc1
 : -0.5, -17, 10, -10, -2.2, 4, -1.1, 3.7, 16, -5, -1
CN(C)CCCN(C(=O)C1COc2ccccc2O1)c1nc2ccc(F)cc2s1 (stereo not drawn)
 : 1.1, 4, 8, 281, -1.5, -23, -1.2, 4.0, -1, -2, -1
Cc1ccc(C(OCC(O)CNCc2ccc(F)cc2)c2ccccc2)cc1 (stereo not drawn)
 : -1.6, 5, -58, -38, 12, -16, 2.9, 4.0, 1, -16, -3
C=CCN1C(=O)C(O)(CC(=O)c2ccco2)c2cc(Br)ccc21 (stereo not drawn)
 : -0.6, -2, 4, 5, -0.6, -23, 2.8, 3.9, 19, 4, -5
Cc1cc(C)c2[nH]c3nc(SCC(=O)O)nnc3c2c1
 : 1.4, -2, -11, 15, 2.1, 10, -0.8, -1.4, 14, -8, -6
O=C(CCNC(=O)N1CC(=O)Nc2ccccc21)NCc1ccc(F)cc1
 : 0.7, -3, 10, -7, -2.0, -5, 2.5, 4.0, 22, 5, 7
Nc1nc(NCc2ccccc2)nc(Nc2cccc(F)c2)c1[N+](=O)[O-]
 : -2.7, -11, -11, 24, 2.4, -8, -1.7, -0.5, /, 8, 4
C=CCn1c(-c2sccc2C)n[nH]c1=S
 : 1.3, -4, 3, 7, -0.5, 12, -1.4, 2.0, -9, -3, 9
CCOC(=O)N1CCN(C(=O)c2ccc3c(=O)n(Cc4ccc(Cl)cc4)c(=S)[nH]c3c2)CC1
 : 0.3, 9, -25, 65, 4.8, 9, 0.6, 3.3, -35, -4, -8
CCC(=O)N1CCc2cc(S(=O)(=O)CCC(=O)NCc3cccs3)ccc21
 : 2.2, -8, -8, -2, 1.3, 20, -1.5, 2.5, -8, 5, -1
CCCS(=O)(=O)N1CCc2ccc(NC(=O)c3ccccc3Cl)cc2C1
 : 0.2, -1, 10, -1, -1.8, -5, -1.3, 0.1, -10, -2, -4
CCCC1=NN2C(=N)/C(=C\c3cc(C)n(Cc4ccccc4)c3C)C(=O)N=C2S1
 : 6.5, 7, -14, -5, 2.8, 7, -0.8, -0.6, -13, 7, 3
c1ccc(CCc2ccncc2)cc1
 : -1.0, 8, 15, 9, -2.9, 19, -0.6, 0.9, -13, -4, 0
O=[N+]([O-])c1ccc(COc2cccnc2)cc1
 : 2.6, -1, -10, -19, 2.0, 3, 1.2, 2.0, /, -2, 10
Cc1ccnc(NC(=O)c2oc3ccccc3c2C)c1
 : 2.2, 0, 1, -15, -0.2, -3, -1.1, 4.8, /, -5, -13

New compounds follow:
Each structure is followed by: AddAB inh, Tat transport, OPRM1-OPRD1 inv, SUMO Mot1 rescue, OPRM1-OPRD1 ag, HTR5A inv ctr, Ecoli viability, phage Ecoli inh, PfHsp90 set2, PKA-R2B activ, PKA-R1A act
CCN1C(=O)C(CC(=O)Nc2ccc(OC)cc2)N(Cc2cccnc2)C1=S (stereo not drawn)
 : -1.9, 4, 9, -10, -1.8, -8, -2.0, 3.9, -23, 4, -5
O=C1C2C3C=CC(C3)C2C(=O)N1CC1CCCO1 (stereo not drawn)
 : 0.7, -1, 4, -8, -0.9, -9, 1.4, 0.8, /, 2, 10
COc1cccc2cc(C(=O)N3CCN(C/C=C/c4ccccc4)CC3)c(=O)oc12
 : -3.7, -2, 1, 6, -0.2, -18, -2.3, -0.2, -5, 4, 14
O=[N+]([O-])c1cc(-c2nc3nc4ccccc4nc3n2CCc2ccccc2)cc([N+](=O)[O-])c1
 : 0.5, 1, -16, -3, 3.1, -32, -0.6, 1.7, 23, -6, -8
Cc1cccc(N2C(=NC(=O)c3ccccc3)SC3CS(=O)(=O)CC32)c1 (stereo not drawn)
 : 0.9, -5, 3, 2, -0.6, -1, -0.3, 0.9, 0, 2, -9
